GDH-TPI inh – GDH-TPI coupled enzyme inhibition counter-screen. GDH-TPI coupled enzyme counterscreen, NADH absorbance. inhibition, % at 4.8 µM. actives 1.2% (n = 360,000). AID 588335; in the data active = inhibition above about 30%;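 note: 0% = DMSO wells and 100% = wells lacking the enzyme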
Mtb BioA inh – BioA (M. tuberculosis) enzyme inhibition; purified M. tuberculosis BioA enzyme, plate reader; inhibition, % at 9.99 µM; actives 0.096% (n = 360,000); AID 602481; in the data active = inhibition above about 40%; inconclusive = no clear call, values can overlap the other calls
BoNT A protease – blocks Botulinum neurotoxin A light chain protease; AID 588499; actives 0.17% (n = 360,000); inhibition, % at 10 µM; multiplex microsphere protease substrate cleavage, flow cytometry; note: plate controls were buffer without enzyme for full effect and enzyme alone for no effect
Mtb UGM inh – inhibitors of M. tuberculosis UDP-galactopyranose mutase; purified UGM, fluorescence polarization probe displacement; actives 0.06% (n = 320,000); AID 504406; P9WIQ1; inhibition, % at 10 µM; in the data active = inhibition above about 10%, passing the limit was not always enough; inconclusive = no clear call, values can overlap the other calls
BoNT F protease – blocks Botulinum neurotoxin F light chain protease; AID 588497; inhibition, % at 10 µM; Multiplex microsphere protease cleavage assay, flow cytometry; actives 0.22% (n = 360,000); in the data active = inhibition above about 35%, passing the limit was not always enough; inconclusive = no clear call, values can overlap the other calls; note: plate controls were buffer without enzyme for full effect and enzyme alone for no effect
FBA Mtb inh – Mtb fructose-bisphosphate aldolase inhibition; P9WQA3; purified M. tuberculosis FBA, fluorescence read-out; inhibition, % at 1 µM; actives 2.3% (n = 360,000); AID 588726; in the data active = inhibition above about 27%;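 note: 0% = vehicle and 100% = reference inhibitor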
Target sequence (P9WQA3 whole entry, looked up): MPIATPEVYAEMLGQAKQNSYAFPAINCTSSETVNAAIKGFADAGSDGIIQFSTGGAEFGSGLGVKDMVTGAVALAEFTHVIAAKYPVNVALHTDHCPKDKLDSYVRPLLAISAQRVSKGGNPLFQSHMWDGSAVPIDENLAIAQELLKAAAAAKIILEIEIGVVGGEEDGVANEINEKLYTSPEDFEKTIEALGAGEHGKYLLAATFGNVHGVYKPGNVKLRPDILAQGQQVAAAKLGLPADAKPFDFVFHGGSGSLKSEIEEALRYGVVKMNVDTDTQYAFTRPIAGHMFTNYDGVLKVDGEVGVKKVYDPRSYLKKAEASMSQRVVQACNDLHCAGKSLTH
PfHsp40 rescue – restores yeast growth despite PfHsp40 toxicity. growth rescue, % at 12.5 µM. S. cerevisiae expressing PfHsp40, growth rescue, ATP luminescence. AID 504582. actives 0.68% (n = 340,000); in the data active = growth rescue above about 28%, passing the limit was not always enough; inconclusive = no clear call, values can overlap the other calls;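 note: yeast W303a lacking pdr1 and pdr3 grown in galactose medium; growth measured after three days at 30 °C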
Anthrax LF inh2 – anthrax lethal factor protease inhibition; inhibition, % at 10 µM; actives 0.12% (n = 360,000); multiplex microsphere protease cleavage assay, LF; P15917; AID 588501; note: plate controls were buffer without enzyme for full effect and enzyme alone for no effect
Target sequence (P15917 whole entry, looked up): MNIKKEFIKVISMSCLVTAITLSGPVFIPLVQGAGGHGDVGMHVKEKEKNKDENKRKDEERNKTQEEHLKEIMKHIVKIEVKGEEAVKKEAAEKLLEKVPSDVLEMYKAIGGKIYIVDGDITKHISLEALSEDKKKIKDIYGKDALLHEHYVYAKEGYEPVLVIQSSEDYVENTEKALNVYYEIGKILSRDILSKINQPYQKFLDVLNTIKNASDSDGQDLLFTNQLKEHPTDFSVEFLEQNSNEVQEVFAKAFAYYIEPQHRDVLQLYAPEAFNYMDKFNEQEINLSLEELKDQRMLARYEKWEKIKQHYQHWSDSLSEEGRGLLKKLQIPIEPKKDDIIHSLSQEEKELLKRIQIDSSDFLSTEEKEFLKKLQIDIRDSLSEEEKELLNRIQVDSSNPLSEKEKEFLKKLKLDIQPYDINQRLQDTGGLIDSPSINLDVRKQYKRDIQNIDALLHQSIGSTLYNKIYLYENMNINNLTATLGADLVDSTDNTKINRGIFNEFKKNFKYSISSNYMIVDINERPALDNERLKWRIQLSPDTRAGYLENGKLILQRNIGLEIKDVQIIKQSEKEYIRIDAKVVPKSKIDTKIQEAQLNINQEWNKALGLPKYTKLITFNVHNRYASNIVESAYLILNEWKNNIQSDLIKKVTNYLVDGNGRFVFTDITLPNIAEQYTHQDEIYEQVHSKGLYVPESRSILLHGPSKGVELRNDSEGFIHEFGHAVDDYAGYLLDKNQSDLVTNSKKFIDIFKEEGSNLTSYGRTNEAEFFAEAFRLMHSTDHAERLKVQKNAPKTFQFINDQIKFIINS
FadD28 FP inh – blocks FadD28 binding to the bisubstrate probe; fluorescence polarization; inhibition, % at 12.5 µM; actives 0.22% (n = 360,000); in the data active = inhibition above about 8.5%, passing the limit was not always enough; inconclusive = no clear call, values can overlap the other calls
Numbers without * were called inactive; ? = inconclusive; . = no result given. Cut-off read from the data, not from the text of the source, unless noted: active = inhibition above about 30%; inconclusive = no clear call, values can overlap the other calls; inactive = below that.

Letters: A = GDH-TPI inh; B = Mtb BioA inh; C = BoNT A protease; D = Mtb UGM inh; E = BoNT F protease; F = FBA Mtb inh; G = PfHsp40 rescue; H = Anthrax LF inh2; I = FadD28 FP inh
O=C1NC(c2ccc(Br)cc2)=N/C1=C/c1ccco1
  A: 3; B: -0.9; C: -0.8; D: 2.2; E: 0; F: -3; G: 0.5; H: -1; I: -1.7
O=C1OC(Cc2ccccn2)C(=O)C1=C1SCCS1 (stereo unspecified)
  A: 41*; B: 12; C: 0.6; D: 0.1; E: 15; F: -3; G: -1.7; H: -5; I: -1.6
Cc1onc(-c2ccccc2)c1C(=O)OCC(=O)N(C)c1ccccc1
  A: 5; B: 1.5; C: 0.2; D: 0.5; E: 5; F: -1; G: 0.9; H: -2; I: 0.0
Cc1oc2c(C)c3oc(=O)c(CCC(=O)NCCCCCC(=O)O)c(C)c3cc2c1C
  A: 0; B: .; C: 1.9; D: -2.2; E: ?; F: 8; G: -0.5; H: 19; I: -1.3
CCOc1cc(OCC)nc(S(C)(=O)=O)n1
  A: 6; B: .; C: 0.1; D: 0.4; E: 1; F: -1; G: -2.0; H: 1; I: -0.3
Cc1cc(C)c(OCC(=O)Nc2nc3ccccc3[nH]2)c(C)c1
  A: 2; B: .; C: 0.9; D: -0.6; E: -6; F: 4; G: -0.2; H: -4; I: 1.6
COc1ccc(/C=C(\C#N)C(=O)OCC(=O)NCc2ccccc2OC)cc1
  A: 0; B: .; C: 0.4; D: .; E: 1; F: 2; G: 0.1; H: -1; I: -3.1
O=C1CCC(CCC(=O)N2CCCC(C(=O)c3ccc(Cl)cc3)C2)=NN1 (stereo unspecified)
  A: 9; B: .; C: .; D: -2.1; E: .; F: 2; G: 15; H: .; I: -0.9
CCN(CC(=O)Nc1c(F)cccc1F)C(=O)COc1cccc2c1OC(C)(C)C2
  A: 0; B: .; C: -7.2; D: -0.5; E: -4; F: 3; G: -0.5; H: -2; I: -3.1
COc1ccc(-c2ccc(SCC(=O)N3CCN(c4ccccc4)CC3)nn2)cc1
  A: -10; B: .; C: -0.1; D: 0.9; E: -5; F: -9; G: -0.8; H: -3; I: -3.5
COc1ccccc1CNC(=O)CNCCc1ccc(OC)c(OC)c1
  A: 2; B: 0.2; C: -0.7; D: 0.7; E: ?; F: 2; G: -1.2; H: 17; I: -2.3
CC(C)NC(=O)NC(=O)COC(=O)c1ccc([N+](=O)[O-])cc1Cl
  A: -12; B: .; C: -0.4; D: 3.7; E: -3; F: -1; G: -1.5; H: -4; I: -4.4
COc1ccc(NC(=O)CN(c2ccc(C(C)C)cc2)S(=O)(=O)c2c(C)noc2C)cc1OC
  A: 15; B: -1.6; C: 0.5; D: 1.5; E: -3; F: 5; G: 0.0; H: -4; I: -2.8
CCCCCCn1c(=O)n2n(c1=O)C[C@]1(OC(=O)NC3CCCC3)CN(S(=O)(=O)c3ccc(C)cc3)C[C@]1(O)C2
  A: 8; B: -0.5; C: -0.3; D: .; E: -6; F: 1; G: .; H: -10; I: -3.5
COc1ccc(NC(=O)CNc2ccc(C#N)cc2)cc1
  A: 2; B: .; C: 0.9; D: 1.5; E: 2; F: -1; G: -1.2; H: -6; I: 0.6
CN(C)S(=O)(=O)c1cccc(NC(=O)COC(=O)c2cn(-c3ccccc3)nc2-c2ccccc2)c1
  A: 4; B: .; C: -0.4; D: 1.9; E: -12; F: 2; G: -0.3; H: 0; I: -1.4
CC(=O)Nc1cccc(NC(=O)CSc2nc(=O)n(Cc3ccncc3)c3c2CCC3)c1
  A: 10; B: -0.7; C: -2.0; D: 1.2; E: 3; F: 0; G: 1.2; H: 0; I: 0.3
CCC(=O)NC(Nc1cc(C)ccn1)(C(F)(F)F)C(F)(F)F
  A: 12; B: -1.1; C: -0.7; D: -2.2; E: -4; F: 8; G: -1.3; H: -7; I: -0.3
COC(=O)c1ccccc1NC(=O)C1CCCN(S(=O)(=O)c2ccccc2)C1 (stereo unspecified)
  A: -5; B: .; C: ?; D: 4.2; E: 4; F: 7; G: 2.5; H: 3; I: -0.8
Cc1cc(Cl)ccc1OCC(=O)Nc1nc(-c2cccnc2)cs1
  A: 6; B: .; C: -0.5; D: 2.6; E: 0; F: 0; G: 0.3; H: -4; I: -1.1
Clc1ccc(OCC#CCN2CCOCC2)cc1
  A: -7; B: 0.5; C: -0.2; D: 2.4; E: 1; F: 2; G: -0.8; H: 0; I: -3.5
Cc1ccc(CNC(=O)C2CCC(=O)N(CCc3ccccc3)C2)s1 (stereo unspecified)
  A: -2; B: -0.5; C: .; D: -0.5; E: .; F: 1; G: 0.3; H: .; I: 0.5
CC1CCc2sc(NC(=S)NC(=O)c3ccccc3)c(C#N)c2C1 (stereo unspecified)
  A: 3; B: .; C: -0.1; D: 0.4; E: -2; F: 0; G: 0.2; H: -3; I: -1.2
COc1ccccc1NS(=O)(=O)c1ccc2nc(CCl)[nH]c2c1
  A: -6; B: 0.1; C: 0.4; D: -0.1; E: -24; F: 2; G: -1.9; H: -3; I: -5.7
COc1cc(C(=O)OC2CCCCC2=O)cc(OC)c1C (stereo unspecified)
  A: 0; B: -1.4; C: 0.9; D: 1.3; E: 8; F: 1; G: 0.4; H: -7; I: -3.4
Cn1c(SCC(=O)c2ccccc2)nnc1-c1cnccn1
  A: 6; B: 2.6; C: 1.4; D: 2.2; E: 17; F: -2; G: -0.5; H: -8; I: -3.5
CCOC(=O)c1c(NC(=O)COC(=O)c2cc(OC)c(OC)cc2[N+](=O)[O-])sc(C)c1CC
  A: 13; B: 0.5; C: 0.6; D: 0.6; E: 2; F: 3; G: -1.0; H: -7; I: -1.8
COc1ccc(-c2[nH]n(-c3ccc([N+](=O)[O-])cc3)c(=O)c2C=NCc2ccccc2)cc1
  A: 10; B: .; C: 1.6; D: -4.6; E: 1; F: -3; G: 0.5; H: 1; I: 0.2
CSc1nnc(N(CCC#N)CCC#N)s1
  A: 2; B: -5.5; C: 0.3; D: -0.9; E: -12; F: -4; G: 0.4; H: -2; I: 1.6
CCc1ccc(NC(=O)c2cccc(C(=O)Nc3ccc(CC)cc3)n2)cc1
  A: 6; B: -0.1; C: -0.4; D: -2.6; E: 1; F: -2; G: -0.2; H: -2; I: -1.1
O=C(O)CSc1c(O)c2ccccc2[nH]c1=O
  A: 4; B: .; C: -1.1; D: 1.9; E: -6; F: 6; G: 1.3; H: 0; I: -3.3
O=C1CCN(Cc2ccc(Br)cc2)CCN1[C@H](CO)c1ccccc1
  A: 8; B: -5.0; C: -0.2; D: 0.7; E: -6; F: 7; G: -0.6; H: -2; I: -1.1
Cn1c(=O)c2c(ncn2CC(=O)N2CCN(c3ccc(F)cc3)CC2)n(C)c1=O
  A: -4; B: -0.6; C: -2.1; D: -0.9; E: ?; F: 4; G: 0.5; H: -5; I: -2.9
Cc1ccc(CNC(=O)CCCc2nc3ccccc3s2)cc1
  A: 10; B: .; C: 0.4; D: 1.9; E: -7; F: 1; G: -0.6; H: 1; I: -0.6
Cc1noc(/C=C/N(C)C)c1S(=O)(=O)N1CCCC(C(=O)Nc2ccc3c(c2)OCO3)C1 (stereo unspecified)
  A: 30; B: -10; C: -1.3; D: 2.5; E: -5; F: 5; G: -1.0; H: 2; I: 0.5
CC1(C)CC(CCC(=O)Nc2ccccc2Cl)C(=O)O1 (stereo unspecified)
  A: 1; B: .; C: 0.8; D: 0.5; E: 0; F: 4; G: -0.5; H: 0; I: 0.9
Clc1ccc2scc(CN3CCCC3)c2c1
  A: -6; B: .; C: -0.2; D: 0.1; E: -2; F: 2; G: -0.1; H: -6; I: 0.5
COc1ccccc1NC(=O)c1ccc(-n2cncn2)nc1
  A: 7; B: .; C: 0.6; D: 0.4; E: -1; F: -5; G: -1.5; H: 1; I: -3.8
CCOC(=O)c1cc(S(=O)(=O)Nc2ccc(F)cc2F)cn1C
  A: 3; B: -1.4; C: -1.2; D: 0.0; E: -8; F: 1; G: -0.8; H: -3; I: -0.6
C=CCn1c(CNC(=O)c2ccco2)nnc1SCC(=O)N1c2ccccc2Sc2ccccc21
  A: 6; B: 0.0; C: 11; D: 0.2; E: 14; F: 3; G: 1.2; H: -17; I: -3.7
CC(OC(=O)C1=Cc2ccccc2OC1)C(=O)NCC1CCCO1 (stereo unspecified)
  A: -1; B: -3.7; C: 0.4; D: .; E: 6; F: 1; G: 0.8; H: 0; I: -2.3
CCNc1nc(NC(C)C)nc(N(C#N)C(C)C(=O)N(CC)CC)n1 (stereo unspecified)
  A: 13; B: 1.7; C: -26; D: 1.2; E: ?; F: 0; G: .; H: -20; I: 0.6
CC1CCCN(c2ccc(C(=O)OCn3nnc4ccccc4c3=O)cc2[N+](=O)[O-])C1 (stereo unspecified)
  A: 27; B: .; C: -1.3; D: 0.1; E: -4; F: -3; G: 1.2; H: -2; I: -0.8
CCOc1ccc(C2=CSC3=NCCN23)cc1[N+](=O)[O-]
  A: -6; B: 6.6; C: 0.8; D: -2.1; E: 1; F: 1; G: -2.6; H: -3; I: -6.1
CC(=O)c1c(C)[nH]c(C(=O)Nc2cc(C)ccc2C)c1C
  A: -2; B: 0.5; C: 0.3; D: -0.8; E: -5; F: 2; G: 0.3; H: 2; I: -0.3
Nc1c(Cl)nc(-c2ccccc2)nc1Cl
  A: 2; B: .; C: 0.2; D: -0.1; E: 0; F: 1; G: 2.1; H: -4; I: -4.5
CC(=O)N1CCN(C(=O)c2cc(C)oc2C)CC1
  A: -7; B: -0.7; C: -0.2; D: 4.1; E: -3; F: 1; G: 0.0; H: -2; I: -4.4
Cc1cc(N2CCN(C)CC2)nc2ccc(NC(=S)NCc3cccs3)cc12
  A: 21; B: 3.8; C: 0.2; D: -3.8; E: -3; F: 7; G: -0.5; H: -7; I: -1.5
COc1ccc2nc(N(CCN(C)C)C(=O)c3ccc4ccccc4c3)sc2c1
  A: 8; B: -1.3; C: 0.4; D: -2.6; E: 5; F: 2; G: 1.7; H: -3; I: 0.7
Cc1cc(C)nc(SCC(=O)c2cc3ccccc3oc2=O)n1
  A: 14; B: 1.2; C: 0.4; D: 2.0; E: 4; F: -3; G: 0.5; H: -4; I: -0.9
CCC(=O)Nc1ccc2c(c1)nc1n2CCN(CCOC)C1
  A: 3; B: -3.6; C: 3.2; D: 1.2; E: 9; F: 33*; G: -1.0; H: -5; I: .
COc1cccc2cc(-c3nc(-c4cccs4)cs3)c(=O)oc12
  A: 13; B: -2.2; C: 17; D: 0.4; E: -2; F: -3; G: 1.0; H: 13; I: -2.7
O=C(NCCc1ccc(F)cc1)N1CCOCC1
  A: -7; B: -0.6; C: 0.7; D: 1.1; E: 5; F: 3; G: -1.1; H: -1; I: -2.5
O=C(O)CCc1nnc(SCC(=O)Nc2ccc(Br)cc2)[nH]c1=O
  A: 1; B: .; C: 0.8; D: 1.3; E: 10; F: 4; G: 0.4; H: -7; I: 0.7
CCOc1ccc(OCc2ccc(C(=O)NN=Cc3ccc[nH]3)cc2)cc1
  A: 9; B: -1.6; C: 2.8; D: 0.3; E: 9; F: 2; G: -1.4; H: 1; I: 0.0
COc1ccc(Nc2nnc(SCC(=O)/C=C3/N(C)c4ccccc4C3(C)C)s2)cc1
  A: 15; B: -1.4; C: 1.8; D: -1.8; E: -14; F: -6; G: 3.6; H: -2; I: -5.3
N#CC1=C(N)S[C@H](C(=O)C23CC4CC(CC(C4)C2)C3)[C@H]1c1ccncc1
  A: 16; B: 3.9; C: 0.4; D: 0.5; E: -3; F: 0; G: 0.1; H: 1; I: -1.3
CC(=O)N1CCN(c2ccccc2NC(=O)Cc2ccc(Cl)cc2)CC1
  A: 3; B: 0.2; C: 1.0; D: 1.7; E: -4; F: -1; G: 1.0; H: -4; I: -1.1

Part of the list above in order of SMILES length, smallest number first:
Letters: A = GDH-TPI inh; B = Mtb BioA inh; C = BoNT A protease; D = Mtb UGM inh; E = BoNT F protease; F = FBA Mtb inh; G = PfHsp40 rescue; H = Anthrax LF inh2; I = FadD28 FP inh
O=C(NCCc1ccc(F)cc1)N1CCOCC1
  A: -7; B: -0.6; C: 0.7; D: 1.1; E: 5; F: 3; G: -1.1; H: -1; I: -2.5
Cc1cc(N2CCN(C)CC2)nc2ccc(NC(=S)NCc3cccs3)cc12
  A: 21; B: 3.8; C: 0.2; D: -3.8; E: -3; F: 7; G: -0.5; H: -7; I: -1.5
COc1ccc2nc(N(CCN(C)C)C(=O)c3ccc4ccccc4c3)sc2c1
  A: 8; B: -1.3; C: 0.4; D: -2.6; E: 5; F: 2; G: 1.7; H: -3; I: 0.7
